GAA inh – blocks human lysosomal alpha-glucosidase. Potency, µM (titrated, usually from 76.9 µM), for inactives: at the top dose activity change, negative = inhibition, actives largely listed as inhibitors. P10253. purified human GAA, 4-MU-alpha-glucoside fluorescence. AID 1466. 200,000 tested, 0.005% active;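 further: plate controls were uninhibited enzyme wells for no effect and no-enzyme background for full effect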
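Read-out is 4-methylumbelliferone fluorescence (Ex 365/Em 440 nm) after NaOH/glycine stop at pH 10. Enzyme 4 nM, substrate 400 uM, pH 5.0 citrate buffer, 20 min room temperature; AC50 from Hill-equation concentration-response.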
Tau fluor cs – counter-screen for tau fibril formation inhibitors. tau K18 P301L Alexa594 fluorescence, heparin fibrillization. Potency, µM (top dose mostly 57.7 µM), inactives show at the highest dose activity change, negative = decrease. 280,000 tested, 0.93% active. AID 1463; further: on the % scale 0 is the no-effect control and ±100 the full control effect; nearly all actives have a fitted effect of over 55% in size
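Human K18 P301L tau (15 uM unlabeled plus 0.24 uM Alexa 594-labeled, final) in 100 mM sodium acetate pH 7 was mixed with compound and 20 uM heparin and incubated 6 hr at 37 C.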
HTT cytoprotect – protects HTT-Q103 PC12 cells, measured by ATP; PC12 HTT-Q103 induced, cytoprotection, ATP luminescence, 40 h; 230,000 tested, 0.14% active; Potency, µM (series often up to 56.4 µM), inactives show cytoprotection (ATP increase), usual class: activators; AID 1471;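 further: % of control where 0% means no effect; nearly all actives have a fitted effect of over 45% in size; toxic huntingtin expression switched on by the ecdysone agonist tebufenozide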
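Stable PC12 Q103-GFP cells in serum-supplemented, phenol red-free DMEM; induction by tebufenozide at 100 nM final; compound dose series; cell viability quantified luminescently from ATP.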
Tau ThT inhib – blocks human tau fibril formation measured by thioflavin T; P10636; recombinant tau K18 P301L, heparin-induced fibrillization, ThT fluorescence; Potency, µM (series often up to 57.4 µM), without a hit: at the highest dose activity, negative = inhibition, most hits filed as inhibitors; 270,000 tested, 2.1% active; AID 1460; further: on the % scale 0 is the no-effect control and ±100 the full control effect; nearly all actives have a fitted effect of over 55% in size
Target sequence (P10636 561-689 P618L limits assumed): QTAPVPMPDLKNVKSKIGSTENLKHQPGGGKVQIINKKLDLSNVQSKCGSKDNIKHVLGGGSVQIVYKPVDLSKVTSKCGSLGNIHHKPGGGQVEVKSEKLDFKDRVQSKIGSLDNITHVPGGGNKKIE
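Fibril formation assay: tau K18 P301L at 15 uM with trace Alexa 594 label, heparin inducer 20 uM, pH 7 sodium acetate buffer, 37 C for 6 hr; endpoint ThT signal.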
Tau fibril FP – inhibitors of human tau fibril formation; K18 P301L tau heparin fibrillization, Alexa594 FP, 6 h; Potency, µM (doses to about 57.7 µM), inactives show top-dose activity, negative = inhibition, most hits filed as inhibitors; 280,000 tested, 0.39% active; AID 1468; further: on the % scale 0 is the no-effect control and ±100 the full control effect; nearly all actives have a fitted effect of over 55% in size
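K18 P301L tau (15 uM unlabeled/0.24 uM Alexa 594-labeled, final) + compound + heparin 20 uM final; 100 mM NaOAc pH 7; 6 hr 37 C; ThT 30 uM final added, 1 hr RT; FP ex 555/em 632 nm.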
GLA spleen mod – inhibitors or activators of human alpha-galactosidase in spleen homogenate | P06280 | human spleen homogenate, 4MU-alpha-Gal fluorescence, 40 min | Potency, µM (doses to about 80 µM), without a hit: at the top dose activity change, negative = inhibition, actives largely listed as inhibitors | 240,000 tested, 0.008% active;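 further: 0% = enzyme with vehicle and -100% = no enzyme basal signal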
Target sequence (P06280 32-429 limits assumed): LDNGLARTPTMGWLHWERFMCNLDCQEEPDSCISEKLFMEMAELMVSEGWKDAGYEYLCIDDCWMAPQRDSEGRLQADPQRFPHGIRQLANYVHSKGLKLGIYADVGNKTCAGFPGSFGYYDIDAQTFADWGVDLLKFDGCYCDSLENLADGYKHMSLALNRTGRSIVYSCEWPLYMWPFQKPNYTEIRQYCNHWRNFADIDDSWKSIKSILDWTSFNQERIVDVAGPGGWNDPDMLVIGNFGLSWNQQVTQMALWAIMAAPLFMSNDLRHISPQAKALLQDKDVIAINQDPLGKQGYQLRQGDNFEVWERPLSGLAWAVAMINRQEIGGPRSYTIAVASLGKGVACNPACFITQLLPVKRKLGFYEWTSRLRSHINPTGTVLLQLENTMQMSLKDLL
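Fluorogenic readout (Ex 365/Em 440 nm) of 4-methylumbelliferone released from 1 mM 4-MU-alpha-galactoside by spleen homogenate, 40 min at 37C, pH 5.0. Data normalized to no-enzyme and enzyme controls; Hill-equation AC50 from compound titrations.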
GAA spleen mod – inhibits or activates alpha-glucosidase in human spleen homogenate. human spleen homogenate, 4-MU-alpha-glucoside fluorescence. Potency, µM (top dose mostly 79.9 µM), for inactives: top-dose activity change, negative = inhibition, usual class: inhibitors. P10253. 240,000 tested, 0.006% active;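 further: 0% = enzyme with vehicle and -100% = no enzyme basal signal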
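AC50 values come from Hill-equation fits of concentration-response data, normalized to no-enzyme and full-activity controls. Enzyme source: 1 ug human spleen homogenate; 1 mM fluorogenic 4-MU glucoside, pH 5.0 citrate buffer, 37 C, 40 min.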
GAA glycogen – inhibitors or activators of human alpha-glucosidase glycogen cleavage; Potency, µM (titrated, usually from 76.4 µM), for the others: at the top dose activity change, negative = inhibition, usual class: inhibitors; 300,000 tested, 0.38% active; P10253; recombinant GAA, glycogen substrate, Amplex Red glucose oxidase fluorescence; AID 2100;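 further: 0% = full enzyme reaction and -100% = no-enzyme basal signal; the screen sought inhibitors and activators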
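Recombinant human enzyme (4 nM); glycogen substrate; 37 C, 40 min, pH 5.0. Readout: coupled glucose oxidase/Amplex Red fluorescence.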
An asterisk follows results filed as active; ? = inconclusive; · = no result given; & = joins results of further samples; [ ] = another dose, or the depositor's remark. The call rests on the fitted dose curve; in most records, active means well fitted curve in the direction sought with a large enough effect; inconclusive means small, poorly fitted or top-dose-only effect, or another doubt; inactive means no such curve, though single readings can be large; an effect the other way counts as inactive or inconclusive. Potency means the concentration at half of the fitted maximal effect.

1) CC1CCN(CCCNC(=O)CCCNC(=O)Cn2cnc3sc4c(c3c2=O)CCCC4)CC1
2) CC(C)c1ccc(/C=C(/C#N)c2nnc(NC(=O)c3ccccc3)s2)cc1
3) CC1CCCCN1Cc1ccc(N(C)C)cc1 (stereo not drawn)
4) CSc1ccccc1C(=O)NCCOc1cccc(C)c1
5) COc1cc2c(cc1OC)C(C(=O)NCCN1CCOCC1)C1c3ccccc3CCN1C2=O (stereo not drawn)
6) CCCCn1c(Nc2ccccc2)nc2ccccc21

Compound	1	2	3	4	5	6
GAA inh	0%	-4%	0%	1%	-8%	?
Tau fluor cs	-4%	-9%	-7%	2%	1%	-12%
HTT cytoprotect	5%	·	-14%	-22%	-3%	-16%
Tau ThT inhib	-2%	?	-14%	-1%	-2%	-7%
Tau fibril FP	4%	4%	-1%	2%	-8%	11%
GLA spleen mod	6%	3%	18%	6%	4%	7%
GAA spleen mod	3%	0%	0%	-2%	2%	0%
GAA glycogen	6%	9%	-6%	0%	6%	4%

7) CC(=O)OC[C@H]1O[C@@H](ON=C(C)C)[C@H](OC(C)=O)[C@@H](OC(C)=O)[C@H]1OC(C)=O
8) Cc1cc(O)ccc1N=Cc1c(C(F)(F)F)[nH][nH]c1=O
9) CCOC(=O)Cc1csc(N/C(=N/S(=O)(=O)c2cc(Br)ccc2OCC)c2ccccc2)n1
10) O=C(CCc1nnc(CCc2c[nH]c3ccccc23)o1)NC1CCC1
11) Cc1ccc(OCCC(=O)Nc2ccc(F)c(Cl)c2)cc1
12) O=C(c1ccc([N+](=O)[O-])cc1)N(C1=NCCCCS1)c1ccccc1

Compound	7	8	9	10	11	12
GAA inh	·	-11%	-5%	·	-6%	-2%
Tau fluor cs	-4%[11.6 µM]	?	-9%	-7%	-21%	-13%
HTT cytoprotect	4%[10 µM]	-83%[inhibitor]	-8%[10 µM]	-3%[10 µM]	23%[1.9 µM]	-5%
Tau ThT inhib	-4%[11.5 µM]	25µM*	-14%	-11%	3%	-8%
Tau fibril FP	-12%[11.6 µM]	32µM*	13%	6%	?	-1%
GLA spleen mod	-1%[17.5 µM]	-2%	-3%	6%	-6%	4%
GAA spleen mod	-2%[17.4 µM]	3%	-3%	0%	2%	1%
GAA glycogen	·	22µM*	4%	7%	-11%	-3%

13) COC(=O)c1cc(Br)c(=O)n(Cc2ccncc2)c1
14) CC1(C)CC(=O)C2=C(C1)NC(Nc1nc3ccccc3o1)=NC21CCCC1
15) CCOC(=O)c1sc(=S)n(-c2ccccc2)c1NC(C)=O
16) Cc1ccc(S(=O)(=O)Cn2cnnn2)cc1
17) COc1ccc(N2CCN(C(c3cc4ccc(C)cc4[nH]c3=O)c3nnnn3C3CCCC3)CC2)cc1 (stereo not drawn)
18) CCOC(=O)C1=C(CN2CCN(c3cc(C)ccc3C)CC2)NC(=O)NC1c1ccc(Cl)cc1 (stereo not drawn)

Compound	13	14	15	16	17	18
GAA inh	4%	-2%	·	-2%	-11%	·
Tau fluor cs	6%	11%	23%	-1%	-14%	-22%
HTT cytoprotect	-2%[0.074 µM]	8%[10 µM]	4%[10 µM]	-18%[10 µM]	-10%	·
Tau ThT inhib	-1%	4%	0%	7%	-2%	-14%
Tau fibril FP	4%	5%	-3%	2%	10%	-7%
GLA spleen mod	6%	2%	-4%	-8%	13%	·
GAA spleen mod	2%	0%	-2%	-6%	1%	·
GAA glycogen	-1%	5%	3%	5%	-22%	7%[76.3 µM]

19) Cn1c(=O)c2c(nc(SCC(=O)NCc3ccc4c(c3)OCO4)n2Cc2ccc(F)cc2)n(C)c1=O
20) Cc1nnnn1CC(=O)Nc1cccc([N+](=O)[O-])c1
21) COCCSc1nnc(NC(=O)C2CCCCC2)s1
22) COc1ccc(OC)c(NC(=O)C2CCCN(S(=O)(=O)c3ccc4[nH]c(=O)ccc4c3)C2)c1 (stereo not drawn)
23) COc1ccc(C(=O)N2CCN(S(=O)(=O)c3ccc(C)cc3C)CC2)cc1OC
24) Cc1coc(C)c1C(=O)CC1(O)C(=O)N(CCc2ccccc2)c2ccccc21 (stereo not drawn)

Compound	19	20	21	22	23	24
GAA inh	0%	5%	-6%	·	-11%	?
Tau fluor cs	?	4%	1%	?	-6%	-20%
HTT cytoprotect	-27%[1.9 µM]	·	-6%[10 µM]	·	6%[10 µM]	-4%
Tau ThT inhib	?	8%	5%	-18%	-6%	?
Tau fibril FP	9%	4%	0%	7%	6%	-13%
GLA spleen mod	3%	-3%	5%	·	-4%	6%
GAA spleen mod	2%	5%	3%	·	-9%	-5%
GAA glycogen	4%	15%	-12%	13%[76.3 µM]	6%	-10%

25) CCN(CC)C(=O)c1sc(N)c(C(=O)OC(C)C)c1C
26) CC(C)N(Cc1nc(-c2ccc(Cl)cc2)no1)C(=O)CCCN1C(=O)c2ccccc2C1=O
27) Cc1ccc(NC(=S)NC(C)(C)C)c([N+](=O)[O-])c1
28) CCCNC(=O)Nc1ccc2c(c1)nc(C)n2C
29) O=C(Nc1c2c(nc3ccccc13)CCCC2)c1cccc([N+](=O)[O-])c1
30) COc1ccc(N(Cc2ccccc2)C(=O)c2ccccc2[N+](=O)[O-])cc1

Compound	25	26	27	28	29	30
GAA inh	-1%	-6%[15.4 µM]	·	7%	3%	-4%
Tau fluor cs	-4%	-22%	-22%	-3%	-4%	-27%
HTT cytoprotect	19%[10 µM]	-18%	-19%[10 µM]	-14%	-1%[10 µM]	-46%[inhibitor][10 µM]
Tau ThT inhib	-8%	-15%	-17%	-1%	-10%	-13%
Tau fibril FP	0%	-9%	-1%	0%	5%	6%
GLA spleen mod	-4%	-3%	2%	9%	1%	1%
GAA spleen mod	-3%	-6%	-2%	1%	-11%	-5%
GAA glycogen	2%	2%	-1%	9%	-10%	-6%

31) c1ccc(-c2[nH]ncc2-c2nc3ccccc3[nH]2)cc1
32) O=C(Cn1c(=O)n(-c2ccc(F)c(Cl)c2)c(=O)c2sc3ccccc3c21)NC1CCCCC1
33) CCCn1c(=O)[nH]c2nc(-c3ccc(S(=O)(=O)O)cc3)[nH]c2c1=O
34) O=c1c(-c2ccco2)[n+]([O-])c2ccccc2n1OCc1ccccc1[N+](=O)[O-]
35) COc1ccccc1CNC(=O)[C@@H]1CCCN1S(=O)(=O)c1ccc(C)cc1
36) Cc1cc(C)nc(/N=C(\N)Nc2ccccc2-c2ccccc2)n1

Compound	31	32	33	34	35	36
GAA inh	10%	·	·	5%	9%	-1%
Tau fluor cs	-5%	0%	-11%	-26%	-4%	-8%
HTT cytoprotect	10%[10 µM]	·	-14%	-25%	-33%[inhibitor]	-8%[10 µM]
Tau ThT inhib	-3%	8%	-7%	?	-1%	-2%
Tau fibril FP	-4%	-18%	-17%	-2%	5%	-5%
GLA spleen mod	8%	·	?	-8%	-5%	5%
GAA spleen mod	4%	·	20%&4%	-3%	-2%	6%
GAA glycogen	0%	10%[76.3 µM]	·	-20%	6%	18%

37) CCOc1ccc(S(=O)(=O)c2cc3cccc(OCC)c3oc2=O)cc1
38) CCc1ccccc1N1CCN(S(=O)(=O)c2ccc(F)c(C)c2)CC1
39) CCOC(=O)c1c(NC(=O)CSc2nnc(C)s2)sc2c1CCN(C)C2
40) Cn1nccc1NC(=O)c1nccnc1C(=O)O
41) CCOc1ccc(-c2nc(-c3ccccc3C)no2)cc1
42) CC(C)N=C1SC(CC(=O)Nc2ccccc2)C(=O)N1C(C)C (stereo not drawn)

Compound	37	38	39	40	41	42
GAA inh	·	-5%	-4%	-1%	?	?
Tau fluor cs	-11%	-11%	-15%	-11%	-2%	-2%
HTT cytoprotect	·	-3%	-4%	-14%[10 µM]	-14%[10 µM]	-9%[10 µM]
Tau ThT inhib	7%	-17%	?	-9%	-14%	8%
Tau fibril FP	-17%	-5%	?	3%	-3%	2%
GLA spleen mod	·	-6%	-1%	-2%	-8%	-5%
GAA spleen mod	·	-3%	-8%	-4%	-22%	-1%
GAA glycogen	16%[76.3 µM]	-8%	28%	14%	5%	-2%

43) O=C(Cn1c(=O)n(CC(=O)NCc2ccccc2)c2ccccc21)NCc1ccccc1
44) O=C(O)CCCCCNS(=O)(=O)c1ccc2c(c1)OCCO2
45) CCOC(=O)c1ccc(NC(=O)c2cc3cc(C)ccc3n2C)cc1
46) Cc1cccc(N2CCN(C(=O)COc3cc(=O)n(C)c4ccccc34)CC2)c1C
47) COc1ccccc1NC(=O)CNS(=O)(=O)c1ccccc1
48) COc1ccc(Nc2nc(C)nc3sc4c(c23)CCC4)cc1O
49) CCOC(=O)CNC(=O)c1ccc(Cl)s1
50) CC(=O)c1c(N2CCOCC2)nc(=S)n(-c2cc(C)ccc2C)c1C

Compound	43	44	45	46	47	48	49	50
GAA inh	-2%	-2%	·	0%	-1%	-10%	?	2%
Tau fluor cs	4%	-12%	-7%	-7%	-2%	-25%	7%	3%
HTT cytoprotect	-6%[1.9 µM]	16%[10 µM]	·	-31%	-3%[10 µM]	·	-20%	1%
Tau ThT inhib	0%	-8%	?	?	0%	?	9%	1%
Tau fibril FP	3%	-1%	-2%	9%	0%	6%	-4%	-5%
GLA spleen mod	4%	-3%	·	-2%	8%	1%	1%	-5%
GAA spleen mod	4%	2%	·	-13%	6%	1%	7%	-4%
GAA glycogen	-1%	-13%	-11%[76.3 µM]	-10%	-3%	?	6%	0%

Whole records from above. Screens in order: GAA inh | Tau fluor cs | HTT cytoprotect | Tau ThT inhib | Tau fibril FP | GLA spleen mod | GAA spleen mod | GAA glycogen
Profile of O=C(O)CCCCCNS(=O)(=O)c1ccc2c(c1)OCCO2 : -2% | -12% | 16%[10 µM] | -8% | -1% | -3% | 2% | -13%
Profile of CC(=O)c1c(N2CCOCC2)nc(=S)n(-c2cc(C)ccc2C)c1C : 2% | 3% | 1% | 1% | -5% | -5% | -4% | 0%
Profile of COc1ccc(Nc2nc(C)nc3sc4c(c23)CCC4)cc1O : -10% | -25% | · | ? | 6% | 1% | 1% | ?
Profile of Cc1cccc(N2CCN(C(=O)COc3cc(=O)n(C)c4ccccc34)CC2)c1C : 0% | -7% | -31% | ? | 9% | -2% | -13% | -10%
Profile of CCOC(=O)CNC(=O)c1ccc(Cl)s1 : ? | 7% | -20% | 9% | -4% | 1% | 7% | 6%
